Mito fusion yeast = qHTS Assay for Small Molecule Inhibitors of Mitochondrial Division or Activators of Mitochondrial Fusion. S. cerevisiae fusion-defective mutant growth rescue, CellTiterGlo 48 h. hit rate 0.23% among 320,000. Potency, µM (doses to about 46.1 µM), for the others: top-dose growth rescue (activation), most hits filed as activators. AID 485298, 2010;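 also: potency is read from the fitted curve at half-maximal effect; % of control where 0% means no effect; nearly all actives have a fitted effect of over 45% in size; temperature-sensitive fusion mutants such as fzo1-1 at 37 °C on non-fermentable ethanol glycerol medium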
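Temperature-sensitive fusion-defective S. cerevisiae (e.g. fzo1-1, mgm1-5) were grown with compound in YPEG medium (3% ethanol, 3% glycerol) for 48 hours at 37C. Growth rescue was measured as viability by CellTiterGlo luminescence after 10 minutes at ambient.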
ASM inhibitor = Inhibitors of Secretory Acid Sphingomyelinase (S-ASM): qHTS. Potency, µM (series often up to 57.5 µM), without a hit: top-dose activity change, negative = inhibition, actives largely listed as inhibitors. placental ASM, HMU-PC fluorogenic substrate, 60 min. hit rate 0.006% among 340,000; also: potency is read from the fitted curve at half-maximal effect
Target sequence (P17405 47-631 limits assumed): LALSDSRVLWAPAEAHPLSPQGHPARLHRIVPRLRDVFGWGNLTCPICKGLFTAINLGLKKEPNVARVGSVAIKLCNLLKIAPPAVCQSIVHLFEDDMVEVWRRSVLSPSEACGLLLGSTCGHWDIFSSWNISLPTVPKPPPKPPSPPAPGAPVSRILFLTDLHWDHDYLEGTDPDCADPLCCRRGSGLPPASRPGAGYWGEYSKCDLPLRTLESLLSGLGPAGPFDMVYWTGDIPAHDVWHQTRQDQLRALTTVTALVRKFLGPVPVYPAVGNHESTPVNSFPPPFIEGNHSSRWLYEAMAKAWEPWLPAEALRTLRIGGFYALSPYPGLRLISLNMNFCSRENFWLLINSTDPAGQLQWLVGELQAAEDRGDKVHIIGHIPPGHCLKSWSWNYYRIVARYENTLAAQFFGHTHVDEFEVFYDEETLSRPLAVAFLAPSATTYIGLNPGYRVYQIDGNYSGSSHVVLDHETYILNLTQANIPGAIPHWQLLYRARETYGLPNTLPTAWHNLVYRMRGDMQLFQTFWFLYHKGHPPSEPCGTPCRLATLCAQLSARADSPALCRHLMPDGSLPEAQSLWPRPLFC
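Human placenta-derived ASM preincubated with compound 10 min at room temperature, then reacted with 9 uM (final) fluorogenic HMU-PC substrate for 60 min at 37 C. Stop solution raises pH to 10; fluorescence read at Ex 386/Em 447 nm.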
TSHR antag = Antagonists of the Thyroid Stimulating Hormone Receptor: HTS campaign; Thyrotropin receptor (Homo sapiens), P16473; TSHR-expressing cells, TSH-stimulated cAMP HTRF, 2 h; active compounds read low; activity change, negative = inhibition, % at 11.5 µM; hit rate 0.2% among 330,000;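 active = activity change below a set negative limit, meaning inhibition stronger than a set level, cut at about -70% in these data; inconclusive = activity change between two set negative limits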; also: % is scaled to controls: 0 for no effect and ±100 for the full control effect
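Inhibition of cAMP made by TSHR-expressing cells under TSH stimulation (4nM final, EC80; 2 h, 37 deg C) is quantified with a one-step lysis HTRF kit, anti-cAMP cryptate versus cAMP-d2.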
TCR act = Activators of T cell receptors: qHTS campaign | AID 504894, 2011 | 330,000 tested, under 10 active | Potency, µM (top dose mostly 9.22 µM), inactives show at the highest dose activation of IL-2 secretion, actives largely listed as activators | primary human leukocytes, anti-CD3, IL-2 HTRF, 48 h; also: % of control where 0% means no effect
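Primary human leukocytes incubated 48 hr with anti-CD3 beads plus compound, without co-stimulation. Secreted IL-2 measured by HTRF (europium cryptate/d2 anti-IL-2 pair, 320 nm excitation, 665 nm emission).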
PTAP TSG101 blk = qHTS Assay for Iinhibitors of HIV-1 Budding by Blocking the Interaction of PTAP/TSG101; Tumor susceptibility gene 101 protein (Homo sapiens), Q99816; Fluorescence polarization, FITC-PTAP peptide / Tsg101 binding; Potency, µM (doses to about 115 µM), for the others: at the highest dose activity change, negative = inhibition, actives largely listed as inhibitors; 340,000 tested, under 10 active; active = well fitted inhibition curve with a large enough effect in the main read-out, with a control signal flat, not every such curve was filed as active; inconclusive = small, poorly fitted or top-dose-only effect, or effect the other way, or a change in a side signal; inactive = no such curve, though single readings can be large or run the other way; also: potency is read from the fitted curve at half-maximal effect; % of control where 0% means no effect
Target sequence (Q99816 whole entry, looked up): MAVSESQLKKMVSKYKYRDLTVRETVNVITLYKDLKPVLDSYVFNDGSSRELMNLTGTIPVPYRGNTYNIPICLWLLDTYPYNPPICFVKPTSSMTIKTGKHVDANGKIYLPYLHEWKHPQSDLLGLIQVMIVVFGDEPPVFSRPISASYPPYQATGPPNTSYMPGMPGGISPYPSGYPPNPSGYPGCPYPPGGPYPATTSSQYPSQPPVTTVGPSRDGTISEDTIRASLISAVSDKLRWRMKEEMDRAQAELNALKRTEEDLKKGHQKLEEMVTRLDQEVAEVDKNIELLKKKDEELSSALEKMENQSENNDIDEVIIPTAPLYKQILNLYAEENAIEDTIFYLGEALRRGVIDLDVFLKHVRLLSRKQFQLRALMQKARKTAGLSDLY
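FP read-out: FITC-PTAP peptide, 50 nM final, binding Tsg101 binding domain, 10 uM final; 20 min, r.t.; 10 mM HEPES pH 7.5, 0.15 M NaCl, 0.01% Tween 20, 3 mM EDTA, 0.1 mM TCEP.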
MLL CXXC-DNA inh = qHTS Fluorescence Polarization Assay for Inhibitors of MLL CXXC domain - DNA interaction; Histone-lysine N-methyltransferase 2A (Homo sapiens), Q03164; MLL-CXXC / FITC-HOXA9 DNA fluorescence polarization; Potency, µM (top dose mostly 115 µM), for inactives: at the highest dose activity change, negative = inhibition, most hits filed as inhibitors; hit rate 0.037% among 290,000; AID 2662, 2010; active = well fitted inhibition curve with a large enough effect in the polarisation, with a control signal flat, not every such curve was filed as active; inconclusive = small, poorly fitted or top-dose-only effect, or effect the other way, or a change in a side signal; inactive = no such curve, though single readings can be large or run the other way; the % refers to the polarisation; also: potency is read from the fitted curve at half-maximal effect
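Steps: dispense CXXC domain solution (7 uM) → pin compounds or unlabeled HOX-A9 DNA control → 5 min ambient → add FLSN-HOX-A9 solution (50 nM) → spin → 30 min ambient → fluorescence polarization. Tris pH 7.5/NaCl/DTT/BSA buffer.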
Integrin act MD = qHTS for Activators of Integrin-Mediated Alleviation for Muscular Dystrophy. alpha7betagal myoblasts, beta-gal FDG fluorescence, 48 h. Potency, µM (series often up to 38.3 µM), without a hit: at the highest dose activation, actives largely listed as activators. hit rate 0.064% among 350,000. AID 624291, 2012;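 also: potency is read from the fitted curve at half-maximal effect; 100% = response of the positive control SU9516; nearly all actives have a fitted effect of over 60% in size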
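alpha7betagal+/- myoblasts (passage 13, 250/well) treated 48 h at 37C with compounds at 1:260 dilution of DMSO stock. Lysed, then beta-galactosidase activity read as FDG fluorescence (ex 480/em 540) after 30 min, with pre-read for autofluorescence.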
AT treatment = qHTS Assay for Identifying a Potential Treatment of Ataxia-Telangiectasia. […] A-T fibroblasts, KAP-1 phosphorylation AlphaLISA; neocarzinostatin DNA damage 30 min before lysis. Potency, µM (titrated, usually from 57.5 µM), without a hit: at the highest dose activation, usual class: activators. hit rate 0.19% among 320,000; also: potency is read from the fitted curve at half-maximal effect; % of control where 0% means no effect; nearly all actives have a fitted effect of over 45% in size
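hTERT-immortalized A-T patient fibroblasts ([…]), 500 cells/well in OPTI-MEM, 1% FBS, got compounds for 60 min, then NCS for 30 min at 37C. Lysates were then assayed for phospho-KAP-1 by AlphaLISA (anti-pKAP1 donor, anti-KAP1 acceptor beads), 6 hr at 25C.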
Menin MLL FP TR = qHTS Assay for Inhibitors Targeting the Menin-MLL Interaction in MLL Related Leukemias: Competition With Texas Red Labeled MLL-derived Mutant Peptide; O00255; Menin + Texas Red MLL mutant peptide, fluorescence polarization; Potency, µM (highest dose often 61.6 µM), without a hit: at the top dose FP activity change, negative = inhibition, hits mostly inhibitors; hit rate 0.23% among 270,000; AID 1768, 2009; active = well fitted inhibition curve with a large enough effect in the polarisation, with a control signal flat, not every such curve was filed as active; inconclusive = small, poorly fitted or top-dose-only effect, or effect the other way, or a change in a side signal; inactive = no such curve, though single readings can be large or run the other way; the % refers to the polarisation; also: potency is read from the fitted curve at half-maximal effect; % of control where 0% means no effect; many of its hits are not listed in these tables
MBNL1-CUG inh = qHTS Assay for Inhibitors of MBNL1-poly(CUG) RNA binding; Muscleblind-like protein 1 (Homo sapiens), Q9NR56; TR-FRET MBNL1-His/biotin-(CUG)12 binding, 665/545 ratio; Potency, µM (top dose mostly 57.5 µM), inactives show top-dose activity change, negative = inhibition, hits mostly inhibitors; hit rate 0.036% among 280,000; AID 2675, 2010; active = well fitted inhibition curve with a large enough effect in the signal ratio, with a control signal flat, not every such curve was filed as active; inconclusive = small, poorly fitted or top-dose-only effect, or effect the other way, or a change in a side signal; inactive = no such curve, though single readings can be large or run the other way; the % refers to the signal ratio; also: potency is read from the fitted curve at half-maximal effect; % is scaled to controls: 0 for no effect and ±100 for the full control effect
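Compounds (final 92 nM to 58 uM) are added to His-tagged MBNL1 and biotin-(CUG)12, then terbium anti-His antibody and streptavidin-XL665 (5 nM final). After 60 min at room temperature, the 665/545 nm ratio is read.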
Numbers without * were called inactive; ? = inconclusive; · = not tested or not shown; [ ] = another dose, or the depositor's remark. Unless noted, calls follow the shape of the dose curve; as a rule, active = well fitted curve in the direction sought with a large enough effect; inconclusive = small, poorly fitted or top-dose-only effect, or another doubt; inactive = no such curve, though single readings can be large; an effect the other way counts as inactive or inconclusive. These rows are one share of the data, so the mix of outcomes need not match the whole.

SMILES	Mito fusion yeast	ASM inhibitor	TSHR antag	TCR act	PTAP TSG101 blk	MLL CXXC-DNA inh	Integrin act MD	AT treatment	Menin MLL FP TR	MBNL1-CUG inh
Cc1cccc(OCC(=O)NCCCNC(=O)c2ccncc2)c1	1%	-2%	-5	1%	-2%	6%	2%	7%	·	-4%
Cc1cc(N2C(=O)C3C4c5ccccc5C(c5ccccc54)C3C2=O)no1 (stereo not drawn)	4%	-2%	-15	-1%	-1%	-1%	1%	2%	-9%	-10%
CCOc1cccc(OCCCNCCCOC)c1	-4%	1%	5	3%	-5%	-7%	-6%	2%	-1%	2%
COc1ccc(CCNC(=O)c2cc(C3CC3)nc3c2cnn3C(C)C)cc1	?	-11%	14	0%	0%	·	-42%	20%	·	·
O=C(c1ccc(Cl)nc1)N1CCc2ccccc2C1	1%	3%	3	-2%	1%	-3%	-23%	·	-5%	-12%
Cc1ccc(CN2CCc3c(OCC(=O)Nc4cc(C)ccc4C)cccc3C2=O)cc1	?	·	10	7%[46.1 µM]	·	2%	·	0%	1%	2%
COc1ccc(-c2nc3n(c2C)CCC3)cc1	0%	-1%	0	-2%	1%	-15%	-9%	25µM*	·	5%
COc1ccc(NC(=O)CNS(=O)(=O)c2cccs2)cc1	-1%	2%	1	·	-11%	1%	-16%	2%	12%	-7%
COC(=O)C1=C(C)NC(C)=C(C(=O)OC)C1C(=O)OCC(=O)Nc1ccc(C(C)=O)cc1	-1%	24%	2	5%	0%	6%	-21%	-1%	22%	-10%
FC(F)(F)c1nc(-c2ccncc2)ncc1-c1nnnn1-c1ccccc1	5%	1%	-4	3%	-4%	1%	-12%	-1%	-3%	?
CCn1cc(C(=O)N2CCc3ccccc32)c(=O)c2cc(S(=O)(=O)N(C)C3CCCCC3)ccc21	-19%	-2%	-7	4%	-2%	2%	0%	6%	-7%	9%
COc1cccc(-c2nc(-c3ccccc3)c(-c3ccccc3)[nH]2)c1OCC(=O)O	1%	1%	-10	7%	-2%	-24%	-12%	-8%	?	12%
CN(C)S(=O)(=O)CC12CCC(CC1=O)C2(C)C (stereo not drawn)	-1%	-1%	5	6%	0%	8%	9%	0%	2%	-4%
Cc1ccccc1CN(c1ccc(C(=O)N2CCc3ccccc3C2)cc1)S(C)(=O)=O	15%	0%	-9	-2%	-7%	-5%	-1%	-7%	16%	-1%
COCCCNC(=O)c1ccc2c(=O)n(Cc3ccc(Cl)cc3)c(=S)[nH]c2c1	-5%	-1%	-1	-4%	1%	2%	-2%	4%	?	-3%
Cc1ccc(C)n1-c1ccc(-c2ccn[nH]2)cc1	-2%	-1%	-4	1%	-3%	7%	-33%	0%	5%	1%
O=C(CN1C(=O)NC2(CCCCCC2)C1=O)Nc1ccc2c(c1)CCC2	-11%	-1%	5	-7%	-1%	-3%	0%	-1%	4%	0%
O=C(NCCCN1CCOCC1)c1cc2ccccc2oc1=O	-1%	2%	5	-7%	-3%	1%	-10%	0%	9%	?
Cc1cc(C)c(NS(=O)(=O)c2c(C)noc2C)c(C)c1	22%	4%	8	11%	0%	8%	-9%	2%	7%	-2%
CC(NC(=O)CN1C(=O)NC2(CCCC2)C1=O)c1ccc2ccccc2c1 (stereo not drawn)	-6%	-1%	14	·	0%	·	14%	-1%	·	·
COc1ccc(-n2nc(C(N)=O)nc2-c2ccccc2)cc1	5%	-5%	31	·	0%	-13%	-42%	10%	0%	-3%
COc1cccc(CNCc2cccc(OC)c2O)c1O	·	3%	·	6%	-1%	·	-30%	·	·	·
C/C(=C(\C#N)C(=O)NCCN1CCOCC1)N(C)C	-1%	2%	0	5%	-1%	-6%	10%	-2%	2%	-4%
O=C(CCN1C(=O)C2C3C=CC(C3)C2C1=O)NCCN1CCCc2ccccc21 (stereo not drawn)	1%	9%	-1	6%	-5%	-8%	0%	-3%	0%	7%
Cc1cc(Nc2ccc(Br)cc2)nc(-c2ccccc2O)n1	7%	-23%	-27	0%	0%	-5%	12%	11%	?	?
Further results follow:
SMILES	Mito fusion yeast	ASM inhibitor	TSHR antag	TCR act	PTAP TSG101 blk	MLL CXXC-DNA inh	Integrin act MD	AT treatment	Menin MLL FP TR	MBNL1-CUG inh
CCC(NC(=O)NNC(=O)c1ccncc1)(C(F)(F)F)C(F)(F)F	-3%	5%	-8	-67%	-1%	6%	-7%	-3%	·	0%
CCC(C(=O)NC(CC(=O)O)c1ccc(Cl)cc1)c1ccccc1 (stereo not drawn)	-10%	5%	4	3%	-3%	-9%	-44%	0%	-10%	-10%
CCOC(=O)N1CCC(N2Cc3cccc(C(=O)Nc4ccc(N(CC)CC)cc4C)c3C2=O)CC1	-11%	-8%	2	2%	-7%	31%[activator]	-20%	3%	-5%	-3%
CCC(=O)N1CCc2cc(S(=O)(=O)NC(C(=O)N3CCc4ccccc4C3)C(C)C)ccc21 (stereo not drawn)	3%	-1%	0	-4%	-7%	-5%	-17%	1%	0%	5%
COc1ccc(-c2c(C3=CCCCC3)oc3ccc(-c4ccc5c(c4)OCO5)cc23)cn1	·	3%	·	0%	-1%	·	-5%	·	·	·
CCN1C(=O)S/C(=C/c2ccc(Oc3ccc([N+](=O)[O-])cn3)c(OC)c2)C1=O	-4%	-1%	-22	0%	-1%	3%	2%	3%	-2%	-4%
O=C(NCc1ccccn1)C1CCN(S(=O)(=O)N2CCC3(CC2)OCCO3)CC1	-21%	-6%	1	0%	-2%	2%	6%	3%	-3%	0%[11.5 µM]
O=C(CN1C(=O)NC2(CCCCC2)C1=O)N1CCN(C(=O)c2cccs2)CC1	0%	3%	10	0%	0%	·	19%	-4%	·	·
NC(=O)c1cc2c(s1)-c1cc(Cl)ccc1SC2	20%	236%[activator]	-2	5%	-7%	1%	30%	6%	·	?
Cc1ccc(C)c(NC2=NC3(CCCCC3)N=C(N)N2)c1	-3%	2%	0	4%[46.1 µM]	-4%	2%	0%	-2%	2%	-3%
Cc1c(Cl)cccc1Nc1nc(N)nc(CN2CCCCCC2)n1	-9%	0%	4	0%	-10%	6%	-2%	0%	·	-1%
O=C(NCC1CCCO1)C(=O)NCC1CCCN1S(=O)(=O)c1ccccc1 (stereo not drawn)	-1%	2%	-2	3%	-6%	·	10%	2%	·	·
CC(C)(C)n1nnnc1C(c1ccc(Cl)cc1)N(Cc1cccnc1)Cc1ccco1 (stereo not drawn)	28%	3%	-7	-4%[46.1 µM]	-5%	7%	-15%	5%	-9%	-17%
C[C@@H]1CCCCCCCCC(=O)OCCN(C(=O)OC(C)(C)C)[C@H](C)CCCCCCCCC(=O)OCCN(C(=O)OC(C)(C)C)[C@H](C)CCCCCCCCC(=O)OCCN(C(=O)OC(C)(C)C)[C@H](C)CCCCCCCCC(=O)OCCN1C(=O)OC(C)(C)C	·	-5%	22	-6%	-5%	·	30%	17%	·	·
CCN1CCN(c2ncnc3c2c(-c2ccccc2)cn3-c2ccc(F)cc2)CC1	6%	3%	17	1%	-4%	8%	-9%	3%	?	0%
CCc1nnc(NS(=O)(=O)c2ccc(NC(=O)Nc3ccc(OC)cc3)cc2)s1	-1%	-3%	0	·	1%	-27%	-4%	7%	?	-8%
OCCC1CN(CC2CCCCC2)CCN1CC1CCCCC1 (stereo not drawn)	-2%	7%	-11	0%	-8%	-6%	-24%	-5%	-25%	?
COc1cc(/C=C/C(=O)OCC(=O)NC(=O)NC(C)(C)C)cc(OC)c1OC	-8%	-3%	-13	3%	0%	-3%	0%	5%	0%	8%
Cc1cc(C(=O)OCC(=O)NC(C)(C)C)c2ccccc2n1	-6%	-1%	-2	0%	-7%	-4%	8%	-4%	-7%	13%
O=C(Nc1ccccc1)Nc1ccc(Cl)nc1Cl	·	-2%	·	-9%	0%	·	-11%	·	·	·
CCOC(=O)c1ccc2c(c1)n(CC)c(/C=C/N(C)c1ccccc1)[n+]2CC	0%	3%	-13	-4%[46.1 µM]	0%	1%	0%	-2%	-11%	·

Bioassay records: PubChem, National Center for Advancing Translational Sciences (NCATS)
